TDP1 cell noCPT: qHTS for Inhibitors of human tyrosyl-DNA phosphodiesterase 1 (TDP1): qHTS in cells in absence of CPT. DT40 Tdp1-/- hTDP1 cells, no CPT, ATP luminescence, 48 h. Potency, µM (series often up to 46.2 µM), without a hit: at the top dose activity change, negative = growth inhibition, most hits filed as inhibitors. 420,000 compounds, 15% hits; also: nearly all actives have a fitted effect of over 55% in size
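Compound effects on proliferation are scored in DT40 Tdp1-/-;hTDP1 cells in the absence of CPT. ATP levels (CellTiter-Glo luminescence) are recorded after a ≥48 hr, 37 °C incubation.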
GCN5L2 inh: inhibitors of human GCN5L2 histone acetyltransferase; Q92830; GCN5L2 HAT assay, ThioGlo1 CoA-SH fluorescence; Potency, µM (titrated, usually from 58.9 µM), inactives show at the highest dose activity change, negative = inhibition, actives largely listed as inhibitors; 390,000 compounds, 0.21% hits
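GCN5L2 (20nM final) in 50mM HEPES, 0.1mM EDTA pH 7.5, 0.01% Tween-20 was preincubated 15 min at room temperature with compound, then given ThioGlo1 (50uM), H3(1-25) peptide (75uM) and acetyl-CoA (70uM); CoA-thiol fluorescence (Ex340/Em540) was read at 0 and 20 min.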
TDP1 block: TDP1 (human) enzyme inhibition | Q9NUW8 | 350,000 compounds, 0.28% hits | Potency, µM (doses to about 130 µM), without a hit: at the top dose activity change, negative = inhibition, actives largely listed as inhibitors | recombinant TDP1, AlphaScreen DNA substrate cleavage; also: nearly all actives have a fitted effect of over 40% in size
Target sequence (Q9NUW8 whole entry, looked up): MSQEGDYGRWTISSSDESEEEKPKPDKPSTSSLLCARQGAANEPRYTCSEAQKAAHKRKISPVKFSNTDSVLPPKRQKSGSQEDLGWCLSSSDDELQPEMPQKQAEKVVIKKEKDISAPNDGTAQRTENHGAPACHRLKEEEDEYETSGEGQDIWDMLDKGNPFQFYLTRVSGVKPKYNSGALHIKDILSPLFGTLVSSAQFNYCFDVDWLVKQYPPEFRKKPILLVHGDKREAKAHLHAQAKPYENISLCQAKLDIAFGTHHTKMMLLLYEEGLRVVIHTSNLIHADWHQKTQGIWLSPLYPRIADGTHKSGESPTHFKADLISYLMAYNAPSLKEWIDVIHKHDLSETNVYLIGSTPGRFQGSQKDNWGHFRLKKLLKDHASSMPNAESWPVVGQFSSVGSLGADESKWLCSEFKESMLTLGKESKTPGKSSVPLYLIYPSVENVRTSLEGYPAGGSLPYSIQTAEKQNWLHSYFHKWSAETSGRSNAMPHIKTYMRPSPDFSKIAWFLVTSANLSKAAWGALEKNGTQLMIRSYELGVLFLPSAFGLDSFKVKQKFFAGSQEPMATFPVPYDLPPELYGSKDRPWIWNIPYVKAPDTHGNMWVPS
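Recombinant human Tdp1 (E. coli-expressed, 1 nM final) preincubated with compounds 15 min at room temperature, then 5'-biotin/3'-phosphotyrosine-FITC DNA substrate (15 nM final) added for 5 min. AlphaScreen beads (10 ug/ml final) added 10 min; cleavage lowers signal.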
Active calls of the source: *; ? = inconclusive; · = not tested or not shown; & = joins results of further samples; [ ] = remark or other dose. Calls follow the shape of the dose curve; as a rule, active = well fitted curve in the direction sought with a large enough effect; inconclusive = small, poorly fitted or top-dose-only effect, or another doubt; inactive = no such curve, though single readings can be large; an effect the other way counts as inactive or inconclusive. % is scaled to controls: 0 for no effect and ±100 for the full control effect; potency is read from the fitted curve at half-maximal effect. Not all compounds are listed; the hit share may differ from the screen's.

Sample of the layout, 2 compounds:
smiles | TDP1 cell noCPT | GCN5L2 inh | TDP1 block
COc1cc(/C=N/N=C2/NC(=O)C(Cc3ccccc3)S2)ccc1O (stereo unspecified) | ? | -4% | -5%
Cc1ccc(NC(=O)CSC(C)C(=O)OC(C)C(=O)NC2CCCCC2C)cc1 (stereo unspecified) | ? | -2% | 0%

Main list (from the top)
smiles | TDP1 cell noCPT | GCN5L2 inh | TDP1 block
COc1cc(/C=N/N=C2/NC(=O)C(Cc3ccccc3)S2)ccc1O (stereo unspecified) | ? | -4% | -5%
Cc1ccc(NC(=O)CSC(C)C(=O)OC(C)C(=O)NC2CCCCC2C)cc1 (stereo unspecified) | ? | -2% | 0%
CCCc1nc2sc(C(=O)OCC)c(N)c2c2c1COC(C)(C)C2 | ? | 3% | 1%
COc1ccc(NC(=O)Cc2cccc3ccccc23)cc1 | -33% | 0% | 2%
O=C(O)c1ccc2c(c1)OCO2 | -1% | 3% | -5%[56.1 µM]
COc1ccc(C)cc1N(C(=O)Cn1nnc(-c2ccc(C)o2)n1)C(C(=O)NC1CCCC1)c1ccncc1 (stereo unspecified) | ? | -5% | ·
CCN1CCc2c(sc(NC(=O)c3ccc(S(=O)(=O)N(CC)c4ccccc4)cc3)c2C(N)=O)C1 | 15µM* | -7% | 5%
Cc1ccc(N2C(=O)c3ccccc3C2Nc2cccnc2)nc1 (stereo unspecified) | 26µM* | -4% | -3%
O=C1CS/C(=N/N=C/c2cccs2)N1 | 3% | -6% | 8%
O=C(Nc1nccs1)c1cn(-c2ccccc2)nc1-c1ccncc1 | -23% | -9% | 79µM*
Cc1cc(F)ccc1NC(=O)C(c1ccccc1)N1Cc2ccccc2C1=O (stereo unspecified) | -12% | -3% | 2%
Cn1cnc2c1c(=O)n(Cc1cccc(Cl)c1)c(=O)n2C | -29% | 26% | ·
O=C(c1cccc([N+](=O)[O-])c1)N1CCN(Cc2ccc3c(c2)OCO3)CC1 | -1% | -17% | 6%
NS(=O)(=O)c1ccc(CCNC(=O)NC23CC4CC(CC(C4)C2)C3)cc1 | 4% | 1% | 0%
COc1ccc(CNCCCSc2nnnn2C)c(OC)c1 | -23% | -3% | -11%
COc1ccc(Cl)cc1C(=O)NNC(=O)CN1C(=O)C2CC=CCC2C1=O (stereo unspecified) | 11% | -4% | 0%
Cc1oc(-c2ccccc2F)nc1CN1CCC(C(=O)NCCc2ccccc2)CC1 | ? | 3% | 1%
COc1ccc(/C=N/NC(=O)c2nnn(-c3nonc3N)c2CN(C)c2ccccc2)cc1 | ? | -14% | 3%
CCc1c(O)nc(SCC(=O)Nc2nc3ccccc3s2)n(-c2ccccc2)c1=O | -8% | -10% | ·
Cc1ccc(SCCNC(=O)C(C)C)cc1 | -12% | 0% | 0%
COc1ccc(NC(=O)CN(C)C(=O)c2cc(-c3ccc(Cl)cc3)nc3ccccc23)cc1 | 21µM* | -21% | ·
CCN1C(=O)c2ccccc2Sc2ccc(C(=O)NCCN3CCOCC3)cc21 | 8% | -1% | 0%
O=C(COC(=O)C1CC2CCCC(C1)C2=O)NNC(=O)c1ccccc1F (stereo unspecified) | 1% | -15% | -2%
COc1cc(/C=C2\SC(=S)N(C(C(=O)O)c3ccccc3)C2=O)cc(OC)c1OC (stereo unspecified) | 1% | -8% | ·
CCc1ccc(-n2c(=O)c3ccccc3n(Cc3ccccc3C#N)c2=O)cc1 | -6% | -1% | 5%
COc1ccc(CNC(=O)CN(Cc2ccc(OC)cc2)C(=O)CCC(=O)Nc2nccs2)cc1 | -14% | -1% | ·
Cc1ccccc1OCC(=O)Nc1ccc(NC(=O)c2ccco2)cc1 | ? | 1% | 5%
COc1cccc(NC(=O)Cn2c(=O)n(Cc3ccccc3)c(=O)c3c4c(sc32)CN(C(C)=O)CC4)c1 | -46% | -8% | 5%
CSc1ccc2[nH]c(=O)cc(C)c2c1 | -17% | -4% | 4%
C[C@H](NC(=O)c1ccco1)C(=O)NNC(=O)c1ccc(F)cc1 | -23% | -5% | 5%
Cc1ccc(N(Cc2cc3ccc(C)cc3[nH]c2=O)S(=O)(=O)c2ccccc2)cc1 | ? | -20% | 3%
COc1ccc2[nH]cc(CCNc3cc(-c4ccc(C(=O)N(C)C)cc4)ncn3)c2c1 | -17% | -8% | ·
COC(=O)c1cccnc1NC(=S)NNC(=O)c1ccccc1 | 13% | -3% | -6%
CC(C)Cc1ccc([C@@H](C)C(=O)NS(C)(=O)=O)cc1 | ? | 7% | 8%
CC12CCC(C(=O)NCCN3CCCCC3)(CC1=O)C2(C)C (stereo unspecified) | -2% | 2% | 7%
N=c1sccn1CC(=O)NCCc1ccc(Cl)cc1Cl | -11% | 1% | -2%
Cn1c(SCC(=O)Nc2ccccc2F)nnc1C1CCCCC1 | 0% | -5% | -6%
COC(=O)c1ccc(CSc2nc3c(c(=O)n2-c2ccc(F)cc2)SCC3)o1 | -5% | -7% | 3%
NC(=O)C[n+]1ccc(/C=N/O)cc1 | 5% | -17% | 3%
COc1ccccc1OCCSc1nc2ccccc2n1CC(O)CO (stereo unspecified) | 8% | -16% | 6%
CC(=O)c1ccc(NC(=O)CSc2nccn2C2CCCC2)cc1 | ? | -14% | 1%
COCCn1c(=O)c(-c2ccc(F)cc2)nc2cnc(N(C)C)nc21 | -14% | -10% | ·
Cc1cccc(-n2ncc(Cl)c(Cl)c2=O)c1 | 4.1µM* | -11% | ·
COc1ccc(OC)c(NC(=O)C2CCN(S(=O)(=O)c3ccc4c(c3)OCCO4)CC2)c1 | -21% | 1% | -3%
Cc1cc(OCC(=O)N(Cc2sccc2C)C2CCS(=O)(=O)C2)ccc1Cl (stereo unspecified) | ? | -7% | 5%
CCOCCCNC(=O)CCNS(=O)(=O)c1ccc(C)cc1 | 4% | -7% | 7%
COc1cc(Cl)c(C)cc1NC(=O)CC(c1ccc(F)cc1)N1Cc2ccccc2C1=O (stereo unspecified) | 18µM* | -11% | 6%
CC(=O)Nc1ccc(NC(=O)C2C3CCC(C3)C2C(=O)O)cc1 (stereo unspecified) | 22% | 29% | ·
CCCn1nnc(NC(=O)/C=C/c2ccco2)n1 | -10% | -5% | 7%
Nc1c(N)c2ccccc2oc1=O | -6% | -11% | 1%

(continued)
smiles | TDP1 cell noCPT | GCN5L2 inh | TDP1 block
Cc1ccc(S(=O)(=O)N(CCC(=O)NCc2ccc(S(N)(=O)=O)cc2)c2ccccc2)cc1 | -13% | 2% | 0%
O=C(N/N=C/c1cn(-c2ccccc2)nc1-c1ccccc1)c1ccco1 | ? | -20% | -6%
O=C(CCNC(=O)c1ccccc1Cl)Nc1nc(-c2ccccc2Cl)cs1 | 18µM* | -6% | 5%
Cc1cccc(NC(=O)CN2C(=O)CCSc3ccc(S(=O)(=O)N4CCOCC4)cc32)c1C | 1% | -8% | 35µM*
Cc1ccc(CN2CCN(Cc3ccccn3)CC2CCO)cc1 (stereo unspecified) | -16% | 6% | -1%
CCN(CC)CCCNC(=O)C1c2cc(OC)c(OC)cc2C(=O)N(C)C1c1cccnc1 (stereo unspecified) | 1% | -5% | 0%
O=C(NCc1ccc2c(c1)OCO2)c1cc(-c2ccccn2)nc2ccccc12 | ? | -6% | 3%
COc1ccc(Nc2cc(C)nc(N3CCOCC3)n2)cc1 | -1% | -7% | 2%
Cc1ccccc1NC(=O)c1cc([N+](=O)[O-])ccc1NCCN1C(=O)CCC1=O | -23% | -8% | 0%
O[C@@H]1COC2[C@@H](O)CO[C@@H]21 (stereo partly specified) | · | 9% | 8%
COc1ccccc1-n1c(-c2ccc(Cl)cc2)c[nH]c1=S | 21µM* | -9% | 2%
O=C(CCC(=O)c1cccs1)NNC(=O)c1ccccc1O | -4% | ? | ·
COc1ccccc1NC(=O)C1=C(C)Nc2nc(-c3ccco3)nn2C1c1ccccc1F (stereo unspecified) | ? | -10% | ·
Cc1cc(C)cc(NC(=S)/C(=C(\[O-])c2ccc(Cl)cc2Cl)[n+]2ccc(C(C)(C)C)cc2)c1 | -19% | 2% | ·
CCN(CC(=O)NCc1ccc(Cl)cc1)C(=O)c1c(C)noc1C | -2% | -16% | 0%
Nc1ccccc1C#CCCCCO | 8% | 1% | 7%&13%
CC(C)(C)OC(=O)NCCc1nnc(SCC(=O)Nc2ccc(Br)cc2)o1 | -18% | 3% | 5%
c1cncc(-c2ccc3ncnc(NC4CCNCC4)c3c2)c1 | 20% | -14% | ·
Cn1c(OCc2cccnc2)nc2c1c(=O)n(Cc1ccc(F)cc1)c(=O)n2C | 12µM* | -1% | 1%
Cc1csc(NC(=O)CSc2nc3nc(C)cc(C)n3n2)n1 | -7% | -1% | -1%
CSc1ncccc1C(=O)OCC(=O)c1ccc2c(c1)NC(=O)CO2 | -35% | ? | 8%
COc1ccc(C2c3c(-c4cc(Cl)c(C)cc4O)n[nH]c3C(=O)N2Cc2cccnc2)cc1OC (stereo unspecified) | ? | -3% | 9%
COc1ccc(NC(=O)Cn2nnc(C(=O)NCc3ccc(C)cc3)c2N)cc1Cl | 6% | -7% | -3%
COc1cccc(-c2ncc3ccccc3c2COC(=O)c2ccc(Br)cc2)c1 | ? | -9% | 3%
COc1cc(OC)c(/C=N/NC(=O)Cn2nc([N+](=O)[O-])cc2C)c(OC)c1 | -6% | -7% | 9%

Another view of some results above.
Values run as follows: TDP1 cell noCPT | GCN5L2 inh | TDP1 block
- Cc1cccc(NC(=O)CN2C(=O)CCSc3ccc(S(=O)(=O)N4CCOCC4)cc32)c1C
    1% | -8% | 35µM*
- Cc1ccc(CN2CCN(Cc3ccccn3)CC2CCO)cc1 (stereo unspecified)
    -16% | 6% | -1%

(cont.)
smiles | TDP1 cell noCPT | GCN5L2 inh | TDP1 block
COc1cccc(NC(=S)NCc2ccccn2)c1 | ? | -6% | 1%
CCOC(=O)/C(=C\c1cccc(O)c1)c1nc2sc(C)c(C)c2c(=O)[nH]1 | 23µM* | -7% | 0%
Fc1ccc(-c2nnn(Cc3nc4ccccc4s3)n2)cc1 | -2% | -7% | -9%
CC(C)(C)NC(=O)COC(=O)c1ccccc1Oc1ccccc1 | -5% | 0% | 4%
COC(=O)c1ccc(CNC(=O)CNc2cc(C(F)(F)F)ccc2N2CCOCC2)cc1 | -21% | -3% | 7%
COCCCNC(=O)CSc1nc2cc3c(cc2c(=O)n1CCCC(=O)NCc1ccc2c(c1)OCO2)OCO3 | -15% | -2% | 0%
CCOC(=O)c1oc2ccccc2c1CN1CCN(C)CC1 | -8% | -1% | 2%[56.1 µM]
Cc1cc(C)n2nc(SC(C)C(=O)N(C)c3ccccc3)nc2n1 (stereo unspecified) | 0% | 3% | 0%[56.1 µM]
Cc1ccc(-n2ncc3c(=O)n(CC(=O)N4CCN(c5ccccc5)CC4)cnc32)cc1C | ? | -7% | 2%
Cc1cccc(OCC(=O)Nc2ccc3c(c2)nc2n3CCOC2)c1 | -11% | -5% | 2%
CC(=O)Nc1cc(C(=O)N2CCc3ccccc3C2)ccc1Sc1ccc(C)cc1 | ? | -6% | 3%
CCOc1ccc(C(=O)N2CCCC2C(=O)O)cc1 (stereo unspecified) | -9% | -7% | -8%
Cc1ccc2oc(=O)c3cc(C(=O)NCc4ccc(Cl)cc4)sc3c2c1 | ? | 0% | 5%
CC(C)(C)C(=O)NCc1ccc(C(=O)CSc2nnc(-c3ccncc3)n2C2CC2)s1 | -31% | -10% | -5%
Cc1c(C)c2c(c(C)c1O)CC[C@@](C)(C(=O)O)O2 | · | 19%[21.4 µM] | 13%[21 µM]
CCOC(=O)COc1ccc(S(=O)(=O)Nc2cccc(SC)c2)cc1 | -18% | -16% | 3%
Cc1ccccc1-c1cc(=O)c2ccccc2o1 | ? | 0% | 0%
CCOC(=O)c1cc(S(=O)(=O)N2CCN(c3cccc(OC)c3)CC2)[nH]n1 | ? | -10% | 8%
COc1cccc(-c2nccc(-n3ccnc3)n2)c1 | ? | -2% | ·
Cc1nn(C(=O)c2ccccc2)c2c1C(=O)CC(C)(C)C2 | 13% | -2% | 2%
CC(=O)Nc1cc(C(=O)NCc2ccco2)ccc1Sc1ccc(F)cc1 | -18% | 18% | 3%
COc1ccc(Cn2c(CNS(=O)(=O)c3ccc(Cl)s3)nc3cccnc32)cc1 | 16µM* | -16% | 12%
CCCOC(=O)C(=O)NNc1ccccc1 | 13% | -3% | -5%
